NTR1 agonist = agonists of NTR1, primary screen, imaging, U2OS cells, beta-arrestin-GFP, high content (AID 493036); Neurotensin receptor type 1 (Homo sapiens), P30989; NTR1-U2OS beta-arrestin-GFP spot imaging, agonist mode; activation, % at 20 µM; hit rate 0.17% among 330,000;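 active means activation at or above 40% of the spot to cytoplasm intensity ratio, with at least 20 cells analyzed; inconclusive means wells under 20 cells, flagged as cytotoxic or low count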;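 further: 0% = DMSO without peptide and 100% = 100 nM NTR1 peptide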
Target sequence (P30989 whole entry, looked up): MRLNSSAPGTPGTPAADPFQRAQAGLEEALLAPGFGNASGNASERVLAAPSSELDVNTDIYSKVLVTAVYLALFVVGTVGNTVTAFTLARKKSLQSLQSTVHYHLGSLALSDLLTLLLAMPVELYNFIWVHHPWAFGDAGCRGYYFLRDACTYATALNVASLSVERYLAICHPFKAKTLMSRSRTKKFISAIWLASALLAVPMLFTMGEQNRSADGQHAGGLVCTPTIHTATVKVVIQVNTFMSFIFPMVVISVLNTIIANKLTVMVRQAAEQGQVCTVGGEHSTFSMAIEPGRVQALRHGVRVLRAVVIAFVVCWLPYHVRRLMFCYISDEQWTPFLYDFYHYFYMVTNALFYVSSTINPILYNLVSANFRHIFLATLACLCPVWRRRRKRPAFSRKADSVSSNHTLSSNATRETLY
LYP phosphatase = inhibitors of LYP phosphatase, biochemical, fluorescence intensity, uHTS (AID 1779) | Tyrosine-protein phosphatase non-receptor type 22 (Homo sapiens) | recombinant LYP phosphatase, fluorescence intensity; higher % means a stronger effect | inhibition, % at 11.5 µM, or IC50 in µM where a hit was titrated | hit rate 0.054% among 290,000; in the data active means inhibition above about 50%;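 further: plate controls were vehicle with enzyme for no effect and no enzyme for full effect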
GPR35 arrestin U2OS = GPR35 antagonists blocking zaprinast-driven arrestin recruitment, primary screen, imaging, U2OS, beta-arrestin-GFP, zaprinast agonist (AID 2058). G-protein coupled receptor 35 (Homo sapiens). inhibition, % at 10 µM; hits with a dose series show IC50 in µM. U2OS GPR35 beta-arrestin-GFP translocation imaging, zaprinast antagonism; higher % means a stronger effect. hit rate 0.052% among 290,000;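 active means inhibition of at least 50% with at least 30 cells and total cytoplasm GFP at most 10,000,000; inconclusive means under 30 cells or total GFP of 10,000,000 plus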
T cell modulator = modulators of CD8 T cell-vesicle binding, primary screen, mouse 2C CD8+ T cells, flow cytometry | 2C CD8+ T cell-vesicle binding; stronger effect = lower value | calls only at 7 µM | hit rate 0.068% among 330,000 | AID 2052, 2009;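 active means response, share of CD8 T cells binding vesicles, and their 90th percentile fluorescence all below set limits, cut at about 80% in these data, passing the limit was not always enough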
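Test system: purified 2C TCR transgenic mouse naive CD8+ T cells. Probe or stimulus: QL9-peptide-loaded Drosophila micro-vesicles bearing Ld, ICAM-1 and B7-1. Incubation: binding step 1.5 h, 37 °C, antibody labelling 20 min, ice. Measured by: flow cytometry of vesicle-bound cells.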
Rac1 GTP hydrolysis = MgcRacGAP GTPase-activating activity inhibitors, confirmation, biochemical, ADP Hunter fluorescence. Rac GTPase-activating protein 1 (Homo sapiens). MgcRacGAP-stimulated Rac1 GTP hydrolysis, ADP Hunter fluorescence; higher % means a stronger effect; GST-tagged Rac1 F28L mutant substrate. inhibition, % at 30 µM, or IC50 in µM where a hit was titrated. hit rate 0.6% among 340,000. AID 624330, 2012;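 active means first-screen hits whose inhibition reached a set limit at any dose in the follow-up dose series; inconclusive means inhibition above the set first-screen limit but never retested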;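 further: fluorescence reports GDP produced by GAP-driven GTP hydrolysis; strong numbers were not always called active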
GPR55 beta-arrestin = GPR55 agonists via beta-arrestin recruitment, primary screen, imaging, U2OS cells, beta-arrestin-GFP redistribution (AID 1961). G-protein coupled receptor 55 (Homo sapiens). hit rate 0.048% among 290,000. U2OS GPR55 beta-arrestin-GFP redistribution imaging; higher % means a stronger effect. one-dose activation, % at 10 µM; EC50 in µM for titrated hits;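 active means activation above 40% with more than 50 cells counted in the well; inconclusive means wells holding fewer than 50 cells, flagged as toxic or sparse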;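 further: U2OS osteosarcoma cells stably expressing GPR55 and beta-arrestin-GFP; plate controls were DMSO negative control for no effect and LPI positive control for full effect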
Hep lipid drop = inhibitors of hepatocyte lipid droplet formation, primary screen, imaging, high-throughput imaging, BODIPY stain | inhibition, % at 6.5 µM | AML12 mouse hepatocytes, oleate lipid droplets | hit rate 0.4% among 240,000;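 active means lipid droplet intensity inhibited by at least 50%, with more than 500 cells counted; inconclusive means wells with under 300 cells, treated as cytotoxic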
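Technique: fluorescence imaging, 20x objective, two fields per well / Assay system: AML12 hepatocytes (mouse) / Measure: % inhibition of lipid droplet signal / Doses: 6.5 µM single-point dosing / Incubation: overnight exposure / Reagent: 100 µM oleic acid challenge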
Large T inhibition = SV40 large T antigen inhibitors, biochemical (AID 1903); SV40 large T antigen ATPase/helicase inhibition assay; higher % means a stronger effect; one-dose inhibition, % at 20 µM; IC50 in µM for titrated hits; hit rate 0.39% among 310,000; in the data active means a potency from the dose series; inconclusive means inhibition mostly from about 32% at the one dose, without a potency; inactive means the rest, 99 in 100 with inhibition below about 32%; further: strong numbers were not always called active
GPR55 LPI antagonism = GPR55 antagonists blocking LPI-driven arrestin recruitment, primary screen, imaging, U2OS, beta-arrestin-GFP, LPI agonist (AID 2013); G-protein coupled receptor 55 (Homo sapiens); U2OS GPR55 beta-arrestin-GFP translocation imaging, LPI antagonism; higher % means a stronger effect; inhibition, % at 10 µM, or IC50 in µM where a hit was titrated; hit rate 0.13% among 290,000;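 active means spots per cell inhibited over 60%, with over 100 cells counted and total cytoplasm intensity under 500,000; inconclusive means wells with under 100 cells, flagged as likely toxic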;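 further: U2OS cells stably carrying GPR55 and arrestin-GFP stimulated by 5 µM LPI near EC80; imaged beta-arrestin-GFP aggregate spots per cell after agonist stimulation; plate controls were LPI-stimulated DMSO wells for no effect and DMSO wells without LPI for full effect; some results filed as inactive read as strong as hits; confirmed hits need IC50 under 10 µM and bright autofluorescent wells are also inconclusive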
Hep lipid drop cells 6.5 µM = further read-out of Hep lipid drop, marked with its call; cell count; measured here: cell count, cytotoxicity flag;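 cells counted across two imaged fields per well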
T cell modulator vesicle-bound % = second read-out of T cell modulator, no call of its own (marks repeat the call); double positive events, %; measured here: CD8+ vesicle-bound cell fraction;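 binding gate set so that unloaded-vesicle control wells show 10% double positive cells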
NTR1 agonist cell count 20 µM = also measured in NTR1 agonist; calls as there; cell count; measured here: cell count, cytotoxicity flag
Active calls of the source: *; i = inactive; ? = inconclusive; nt = no result given.

The line under a structure holds: NTR1 agonist | NTR1 agonist cell count 20 µM | LYP phosphatase | GPR35 arrestin U2OS | T cell modulator | T cell modulator vesicle-bound % | Rac1 GTP hydrolysis | GPR55 beta-arrestin | Hep lipid drop | Hep lipid drop cells 6.5 µM | Large T inhibition | GPR55 LPI antagonism
1	CCOc1ccc(CCNC(=O)c2oc3c(c2C)-c2[nH]ncc2CC3)cc1OCC
  3.0 | 48 | -6% | -3% | i | 25 | 0% | 0.3% | 13 | 609 | 7% | 3%
2	CC1(C)Cc2c(sc(NC(=O)c3ccco3)c2C#N)C(C)(C)N1
  -0.1 | 38 | -10% | 3% | i | 37 | nt | -0.1% | -20 | 786 | nt | 10%
3	COc1ccc(C(CNC(=O)c2ccc(S(=O)(=O)N(C)C)cc2)N(C)C)cc1 (stereo not given)
  1.6 | 55 | -1% | -6% | i | 54 | 4% | 0.2% | -6 | 682 | 8% | -6%
4	COc1cc(C(=O)NCc2nnc(SCC(=O)NCCc3ccccc3)o2)cc(OC)c1OC
  0.4 | 64 | -10% | 13% | i | 8 | 2% | 0.0% | -7 | 678 | -4% | 8%
5	COc1cc(NC(=O)C2CCCN2S(=O)(=O)c2ccc3c(c2)CC(C)N3C(C)=O)cc(OC)c1 (stereo not given)
  0.0 | 72 | -18% | 12% | i | 10 | -10% | 0.6% | 9 | 799 | 2% | -6%
6	CON(C)c1nc(OCC#N)nc(N(C)C)n1
  -0.8 | 92 | 4% | -11% | i | 58 | 11% | 1.3% | 4 | 660 | 7% | 6%
7	CC(C)N1C(=O)CN(C2CCCCCC2)C(=O)C1c1ccccc1F (stereo not given)
  1.6 | 61 | -5% | -8% | i | 31 | 1% | -0.1% | nt | nt | 0% | -2%
8	Cc1cccn2c(=O)c3cc(C(=O)N4COCC4(C)C)sc3nc12
  0.0 | 41 | -2% | 0% | i | 30 | 12% | -0.6% | 6 | 679 | 2% | 8%
9	Cc1ccc(NC(=O)N2CCCC2C(=O)NCC2CCCO2)cc1 (stereo not given)
  1.4 | 45 | -8% | 1% | i | 37 | 3% | -0.1% | 0 | 754 | 10% | 7%
10	CCCCn1c(SCC(=O)NCc2ccco2)nc2c1c(=O)n(C)c(=O)n2C
  0.4 | 37 | 2% | 6% | i | 24 | 11% | -0.2% | nt | nt | 12% | 4%
11	O=C(Nc1c2c(nn1-c1ccc([N+](=O)[O-])cc1)CS(=O)(=O)C2)c1ccco1
  -0.4 | 41 | -8% | -6% | i | 64 | -1% | -0.3% | 14 | 715 | 10% | -6%
12	O=C(CN1C(=O)/C(=C/c2ccccc2)SC1=S)N1CCN(CCc2ccccn2)CC1
  -0.5 | 52 | -1% | -1% | i | 0 | 9% | 0.5% | -6 | 698 | 15% | 10%
13	Nc1cc(C(F)(F)F)ccc1OCC1CCCO1 (stereo not given)
  0.6 | 58 | -6% | -4% | i | 11 | 7% | 1.1% | 6 | 832 | -2% | -9%
14	CC(C)(C)c1ccc(NC(=O)COC(=O)CCc2nc3ccccc3c(=O)[nH]2)cc1
  0.1 | 66 | -6% | 3% | i | 38 | 4% | -0.3% | -2 | 565 | 6% | 8%
15	CC(NC(=O)Nc1ccccc1C(F)(F)F)C1CCCO1 (stereo not given)
  -0.9 | 64 | -5% | 0% | i | 4 | 3% | -0.1% | -2 | 612 | 4% | -4%
16	CN1CCN(NC(=O)c2cn(-c3ccccc3)nc2-c2cccs2)CC1
  -0.6 | 77 | -4% | 18% | i | 59 | 14% | -0.2% | 12 | 679 | 5% | 7%
17	COC(=O)c1nnn(-c2nonc2N)c1COc1ccc(C=O)cc1OC
  0.1 | 61 | 8% | 6% | i | 14 | 11% | 0.2% | -6 | 682 | 16% | -6%
18	Cc1c(CCC(=O)N2CCC(C(=O)O)(c3ccccc3)CC2)c(=O)oc2cc3oc4c(c3cc12)CCCC4
  2.9 | 91 | 0% | -8% | i | 7 | 5% | -0.1% | nt | nt | nt | 0%
19	CN1C(=O)/C(=C2\SC(=S)N(CC3CCCO3)C2=O)c2ccccc21 (stereo not given)
  nt | nt | -7% | 15% | nt | nt | nt | -0.1% | nt | nt | 26% | 18%
20	CCOC(=O)c1c(C)nc2sc3c(=O)n(-c4ccc(C(C)=O)cc4)cnc3c2c1-c1ccc(Cl)cc1
  2.4 | 54 | 9% | -17% | i | 54 | 13% | -0.2% | 8 | 908 | 1% | -2%
21	O=C1CN(S(=O)(=O)c2ccc(Br)cc2)c2ccccc2N1
  0.7 | 50 | -7% | -3% | i | 44 | 0% | -0.1% | 0 | 754 | nt | -11%
22	Cc1cc(=O)oc2c3c4c(cc12)OCCN4CCC3
  -0.9 | 84 | -7% | ? | i | 11 | 3% | 0.2% | 18 | 788 | 12% | 12%
23	O=C(O)C1C2C=CC(C2)C1C(=O)NCc1cccnc1 (stereo not given)
  0.7 | 90 | -30% | -4% | i | 22 | -2% | 0.1% | 7 | 753 | 19% | -13%
24	COc1nnc(-c2ccc(C)c(S(=O)(=O)NCC3CCCO3)c2)c2ccccc12 (stereo not given)
  0.0 | 40 | 0% | 17% | i | 49 | 9% | 0.5% | -2 | 809 | 13% | 2%
25	CCCCNC(=O)Cn1c(=O)oc2cc(S(=O)(=O)N3CC(C)CC(C)C3)ccc21 (stereo not given)
  -0.9 | 86 | 1% | 3% | i | 37 | 5% | -0.1% | nt | nt | 2% | 15%
26	O=C(Cc1ccc(-n2c(=O)[nH]c3ccccc3c2=O)cc1)N1CCN(c2cccc(Cl)c2)CC1
  22 | 92 | 6% | -8% | i | 20 | 3% | -0.2% | nt | nt | -4% | 1%
27	Cc1cc2c(c(SCC(=O)N(C)c3ccccc3)n1)C(=O)OC2
  3.0 | 79 | -4% | 21% | i | 45 | 4% | 0.0% | nt | nt | -9% | 1%
28	COc1ccc(CCNC(=O)C(=O)Nc2nccs2)cc1OC
  -2.7 | 54 | -2% | 1% | i | 65 | -4% | -0.1% | 14 | 655 | 13% | -4%
29	Cn1c(SCC(=O)NNC(=O)c2ccc(Br)cc2)nnc1-c1cccnc1
  0.5 | 49 | -7% | -10% | i | 48 | 7% | 0.0% | 5 | 659 | 5% | 5%
30	COc1ccccc1N(CC(=O)NCCN1CCOCC1)S(=O)(=O)c1ccccc1
  -1.4 | 50 | -3% | -16% | i | 16 | 6% | 0.3% | 1 | 832 | 4% | -1%
31	CCc1cccc(CC)c1NC(=O)COC(=O)c1ccccc1-c1nc2ccccc2s1
  7.6 | 68 | 0% | -10% | i | 48 | -6% | -0.3% | -24 | 629 | 24% | 15%
32	Cn1c(N)c(C(=O)NCc2ccccc2)sc1=S
  -2.2 | 74 | -11% | 7% | i | 41 | 10% | -0.1% | 5 | 734 | 7% | 18%
33	COc1ccc(N(CC(=O)Nc2cc(C)ccc2OC)S(=O)(=O)c2c(C)noc2C)cc1
  4.0 | 82 | 7% | 6% | i | 41 | 2% | -0.4% | nt | nt | 0% | 16%
34	CC(C)C1=NN(C(=O)c2ccccc2)C(O)(C(C)(C)C)C1 (stereo not given)
  1.5 | 69 | -7% | 29% | i | 18 | 9% | 0.3% | nt | nt | 7% | 20%
35	CCCCCCCc1ccc(C2NC(=S)NC3=C2C(=O)c2ccccc23)cc1 (stereo not given)
  18 | 41 | -6% | -8% | i | 30 | nt | -1.9% | -3 | 634 | 20% | 15%
36	COc1ccc(CCNC(=O)[C@@H](NC(N)=O)C(C)C)cc1
  1.1 | 36 | -6% | -6% | i | 47 | 13% | -0.2% | 14 | 672 | -6% | -2%
37	CN1/C(=C\C(=O)C[n+]2ccc3ccccc3c2)C(C)(C)c2ccccc21
  -1.9 | 96 | -4% | -6% | nt | nt | nt | 0.5% | -18 | 693 | 1% | 2%
38	CCn1c(=O)c(C(=O)NNC(=O)c2cccc(Cl)c2)c(O)c2ccccc21
  2.8 | 47 | -1% | 9% | i | 16 | -2% | -0.2% | -9 | 778 | 7% | 8%
39	Clc1ccc(CN=C2Nc3ccccc3CS2)cc1
  7.8 | 87 | -8% | 5% | i | 25 | 5% | 0.2% | nt | nt | 3% | -7%
40	CN(C)c1ccnc2sc3c(=O)n(-c4ccccc4)cnc3c12
  0.9 | 86 | -6% | -10% | i | 48 | 5% | -0.1% | 8 | 731 | -8% | 10%
41	Cc1cc(C)c2c3c(sc2n1)C(=O)N(c1ccccc1)CC(=O)N3
  5.1 | 33 | -8% | -13% | i | 32 | 7% | -0.2% | -3 | 700 | 6% | -4%
42	O=C(NCc1cccnc1)C(=O)NCC1OCCN1S(=O)(=O)c1cc(F)ccc1F (stereo not given)
  1.2 | 55 | -6% | -5% | i | 54 | 2% | -0.1% | 5 | 728 | 19% | 1%
43	CCCn1nnc(NC(=O)COc2ccccc2Cl)n1
  0.5 | 65 | 1% | -12% | i | 42 | -1% | -0.2% | -4 | 685 | 21% | 6%
44	CC(C)(C)c1ccc(-n2ncc3c2CCCC3NC(=O)CN2CCCC2=O)cc1 (stereo not given)
  2.3 | 72 | -8% | 14% | i | 20 | 5% | 0.2% | -1 | 838 | 14% | 1%
45	C=CCc1c(C)nc(-c2ccccc2)nc1Nc1ccc(O)cc1
  13 | 69 | -4% | 9% | i | 8 | 38µM* | -0.4% | -4 | 698 | 29% | 8%

High-throughput results as filed in PubChem BioAssay.

Compounds as they come; 1.8% or so of the library scored in one or more.
